phage Ecoli inh: E. coli growth loss with phage present | growth absorbance | inhibition, % at 11.9 µM | 360,000 compounds, 0.26% hits; in the data active = inhibition above about 11%
DAGLB inhibitor: diacylglycerol lipase beta (human) inhibition | Q8NCG7 | HEK293T DAGLB membrane lysate, EnzChek fluorogenic substrate | inhibition, % at 5.17 µM | 340,000 compounds, 0.059% hits; in the data active = inhibition above about 34%;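 note: 0% = enzyme with vehicle and 100% = wells lacking enzyme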
Target sequence (Q8NCG7 whole entry, looked up): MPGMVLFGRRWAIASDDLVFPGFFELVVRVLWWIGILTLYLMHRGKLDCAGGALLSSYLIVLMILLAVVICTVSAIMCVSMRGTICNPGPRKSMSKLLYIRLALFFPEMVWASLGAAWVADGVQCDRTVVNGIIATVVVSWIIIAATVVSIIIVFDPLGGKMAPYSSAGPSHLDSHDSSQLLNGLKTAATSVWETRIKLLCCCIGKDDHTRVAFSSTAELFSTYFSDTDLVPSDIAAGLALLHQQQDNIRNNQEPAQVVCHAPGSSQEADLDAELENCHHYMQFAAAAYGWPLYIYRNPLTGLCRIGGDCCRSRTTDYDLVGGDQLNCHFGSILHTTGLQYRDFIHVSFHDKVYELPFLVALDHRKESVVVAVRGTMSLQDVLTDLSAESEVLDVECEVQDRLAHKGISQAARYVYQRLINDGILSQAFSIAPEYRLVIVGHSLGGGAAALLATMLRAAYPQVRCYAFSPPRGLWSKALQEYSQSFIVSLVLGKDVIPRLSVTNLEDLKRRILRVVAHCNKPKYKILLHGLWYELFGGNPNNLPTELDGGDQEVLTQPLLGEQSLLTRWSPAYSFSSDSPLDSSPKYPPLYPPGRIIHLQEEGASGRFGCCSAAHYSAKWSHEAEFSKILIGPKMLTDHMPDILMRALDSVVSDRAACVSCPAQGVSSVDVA
CAL PDZ inh: human CAL PDZ-peptide interaction inhibition; purified CAL PDZ, TMR-peptide fluorescence polarization, 1 h; AID 504414; 330,000 compounds, 0.02% hits; inhibition, % at 20 µM;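 active = highest replicate inhibition of at least 40%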;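 note: plate controls were DMSO neutral control wells for no effect and unlabeled competitor peptide control wells for full effect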
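System: tagged CAL PDZ domain. Schedule: 1 h room-temperature incubation prior to read. Signal: fluorescence polarization (mP). Measure: percent inhibition from loss of millipolarization.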
AddAB inh: less growth of phage-infected E. coli with AddAB. E. coli expressing H. pylori AddAB, absorbance growth. inhibition, % at 11.9 µM. 330,000 compounds, 0.29% hits; in the data active = inhibition above about 12%;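 note: 0% = vehicle wells of infected cells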
Ecoli viability: counter-screen for AddAB inhibitors: E. coli growth inhibition | AID 449728 | 330,000 compounds, 0.27% hits | E. coli V3065 growth, OD600 absorbance, 18 h | inhibition, % at 11.9 µM;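 active = inhibition above the campaign's mean inhibition across all tested compounds plus 3 SD, cut at about 9.9% in these data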;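 note: uninfected addAB+ strain grown without phage in ampicillin broth; 0% = DMSO wells and 100% = ciprofloxacin 0.95 µg/ml wells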
PvdQ acylase: blocks Pseudomonas aeruginosa PvdQ acylase activity | purified PvdQ acylase, fluorescence plate reader | inhibition, % at 10 µM | 340,000 compounds, 0.063% hits; in the data active = inhibition above about 30%, passing the limit was not always enough;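 note: 0% = vehicle neutral wells and 100% = reference inhibitor wells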
Wnt act: Wnt/beta-catenin pathway activation | Wnt/beta-catenin reporter cell assay, activator, plate reader | activation, % at 9.35 µM | 300,000 compounds, 1.2% hits; in the data active = activation above about 30%, passing the limit was not always enough;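 note: 0% = neutral control wells and 100% = positive control wells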
Tat export inh: blocks Tat-dependent protein export in E. coli. E. coli MC4100 TorA-mCherry Tat export, fluorescence. inhibition, % at 10 µM. 340,000 compounds, 0.036% hits. AID 488895;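 active = mean replicate inhibition at least 50% and at least half of replicates individually reaching 50%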;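 note: exported cargo escapes ClpAP degradation while cytoplasmic cargo is degraded and loses fluorescence; 0% = median of neutral control wells and 100% = median of NaSCN control wells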
Rtt109 Vps75: C. albicans Rtt109 histone acetyltransferase inhibition; 330,000 compounds, 0.16% hits; AID 540336; inhibition, % at 34.9 µM; Q5AAJ8; purified Rtt109/Vps75, ThioGlo CoA-SH fluorescence, 4 h;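 active = inhibition of at least 50% in every replicate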
Target sequence (Q5AAJ8 whole entry, looked up): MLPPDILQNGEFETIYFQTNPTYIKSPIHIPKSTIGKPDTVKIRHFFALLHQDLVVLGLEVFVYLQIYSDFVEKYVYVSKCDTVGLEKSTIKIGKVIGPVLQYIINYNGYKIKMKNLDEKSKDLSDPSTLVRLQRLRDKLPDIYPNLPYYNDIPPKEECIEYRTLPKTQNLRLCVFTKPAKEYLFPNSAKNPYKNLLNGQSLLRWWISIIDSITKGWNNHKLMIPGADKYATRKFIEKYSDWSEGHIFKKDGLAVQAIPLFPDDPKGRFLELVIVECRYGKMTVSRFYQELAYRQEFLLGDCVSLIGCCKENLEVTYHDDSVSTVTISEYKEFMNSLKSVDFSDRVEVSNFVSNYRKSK
PfHsp90 set2: growth inhibition of yeast expressing Plasmodium Hsp90 | S. cerevisiae expressing PfHsp90, BacTiter-Glo ATP, 48 h; yeast lacking PDR1 and PDR3 efflux regulators | inhibition, % at 9.4 µM | 310,000 compounds, 0.32% hits;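 active = every replicate shows inhibition above about 80%, whatever the replicate mean, limit read from the data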;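 note: 0% = DMSO neutral controls and 100% = 20 µM radicicol positive controls; yeast relying on Plasmodium falciparum Hsp90 in place of its own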
An asterisk follows results filed as active.

The opening 3 entries, ahead of the listing:
For COc1ccc(-c2cccc(NS(=O)(=O)c3ccccc3[N+](=O)[O-])c2)nn1 the results were phage Ecoli inh 1.4, DAGLB inhibitor 4, CAL PDZ inh -0.9, AddAB inh 0.8, Ecoli viability 2.3, PvdQ acylase -10, Wnt act 2, Tat export inh 0, Rtt109 Vps75 5 and PfHsp90 set2 -4.
`Cc1cc(=O)[nH]c(SCc2nc3ccccc3n2Cc2ccccc2)n1` gave phage Ecoli inh -0.3, DAGLB inhibitor -1, CAL PDZ inh -1.5, AddAB inh -1.9, Ecoli viability -1.7, PvdQ acylase 1, Tat export inh 0 and Rtt109 Vps75 2.
Screening Cc1ccc(-c2nc(NC(=O)c3ccc(S(=O)(=O)N(CCC#N)CCC#N)cc3)sc2-c2ccccc2)cc1 returned phage Ecoli inh 3.2, DAGLB inhibitor 0, CAL PDZ inh -1.5, AddAB inh 0.5, Ecoli viability 0.0, PvdQ acylase 7, Wnt act -4, Tat export inh 7, Rtt109 Vps75 -3 and PfHsp90 set2 -27.

The whole of this part, from the start:
For COc1ccc(-c2cccc(NS(=O)(=O)c3ccccc3[N+](=O)[O-])c2)nn1 the results were phage Ecoli inh 1.4, DAGLB inhibitor 4, CAL PDZ inh -0.9, AddAB inh 0.8, Ecoli viability 2.3, PvdQ acylase -10, Wnt act 2, Tat export inh 0, Rtt109 Vps75 5 and PfHsp90 set2 -4.
`Cc1cc(=O)[nH]c(SCc2nc3ccccc3n2Cc2ccccc2)n1` gave phage Ecoli inh -0.3, DAGLB inhibitor -1, CAL PDZ inh -1.5, AddAB inh -1.9, Ecoli viability -1.7, PvdQ acylase 1, Tat export inh 0 and Rtt109 Vps75 2.
Screening Cc1ccc(-c2nc(NC(=O)c3ccc(S(=O)(=O)N(CCC#N)CCC#N)cc3)sc2-c2ccccc2)cc1 returned phage Ecoli inh 3.2, DAGLB inhibitor 0, CAL PDZ inh -1.5, AddAB inh 0.5, Ecoli viability 0.0, PvdQ acylase 7, Wnt act -4, Tat export inh 7, Rtt109 Vps75 -3 and PfHsp90 set2 -27.
For Cc1ccc(/C=c2\sc3nc(-c4ccccc4Br)nn3c2=O)o1 the results were phage Ecoli inh 0.3, DAGLB inhibitor 1, CAL PDZ inh -0.9, AddAB inh 0.2, Ecoli viability -2.0, PvdQ acylase -5, Tat export inh 8, Rtt109 Vps75 -2 and PfHsp90 set2 -33.
COC(=O)C(Cc1ccc(OC(=O)c2ccccc2Cl)cc1)N1Cc2ccccc2C1=O (stereo unspecified) was read as phage Ecoli inh 0.6, DAGLB inhibitor -5, CAL PDZ inh -1.1, AddAB inh 0.7, Ecoli viability 1.6, PvdQ acylase 7, Tat export inh 8, Rtt109 Vps75 4 and PfHsp90 set2 -18.
Screening Cc1onc(-c2c(F)cccc2Cl)c1C(=O)NCC1COc2ccccc2O1 (stereo unspecified) returned phage Ecoli inh 2.5, DAGLB inhibitor 1, CAL PDZ inh 0.6, AddAB inh 3.3, Ecoli viability 0.1, PvdQ acylase 4, Tat export inh -2, Rtt109 Vps75 6 and PfHsp90 set2 17.
For S=C(NCc1ccco1)N1CCN(c2nc(-c3ccc(Cl)cc3)cs2)CC1 the results were phage Ecoli inh 1.6, DAGLB inhibitor -7, CAL PDZ inh -0.4, AddAB inh -0.2, Ecoli viability -1.6, PvdQ acylase -7, Wnt act -2, Tat export inh 0 and Rtt109 Vps75 5.
`COc1cccc(NC(=O)Cn2cc(C#N)c3ccccc32)c1` gave phage Ecoli inh 3.0, DAGLB inhibitor -4, CAL PDZ inh -0.6, AddAB inh -0.7, Ecoli viability 1.1, PvdQ acylase -3, Tat export inh -2, Rtt109 Vps75 9 and PfHsp90 set2 2.
`COCCn1c(CN2CCN(c3ccc(OC)cc3)CC2)nc2c1c(=O)n(C)c(=O)n2C` gave phage Ecoli inh 1.9, DAGLB inhibitor 0, CAL PDZ inh -0.6, AddAB inh -0.3, Ecoli viability 0.0, PvdQ acylase -8, Tat export inh -6, Rtt109 Vps75 8 and PfHsp90 set2 -10.
`COc1ccc(CCn2c(=N)c(S(=O)(=O)c3ccc(C)cc3)cc3c(=O)n4ccccc4nc32)cc1` gave phage Ecoli inh -2.1, DAGLB inhibitor 4, CAL PDZ inh -1.9, AddAB inh 4.3, Ecoli viability -1.6, PvdQ acylase -1, Wnt act -4, Tat export inh -6, Rtt109 Vps75 -3 and PfHsp90 set2 -12.
`O=C(CCc1nc2ccccc2c(=O)[nH]1)NNC(=O)c1ccc(Cl)cc1` gave phage Ecoli inh 0.6, DAGLB inhibitor 3, CAL PDZ inh 0.4, AddAB inh 1.2, Ecoli viability 0.0, PvdQ acylase -2, Wnt act -2, Tat export inh 14, Rtt109 Vps75 -4 and PfHsp90 set2 17.
Screening CCN(CC)S(=O)(=O)c1ccc(C(=O)NCc2n[nH]c(=S)n2-c2ccc(Cl)c(Cl)c2)cc1 returned phage Ecoli inh 2.0, DAGLB inhibitor 1, CAL PDZ inh -1.8, AddAB inh -2.1, Ecoli viability 1.1, PvdQ acylase -2, Tat export inh 1 and PfHsp90 set2 -18.
CCN1CCN(CC(=O)Nc2ccc(C)c(Br)c2)CC1 was read as phage Ecoli inh -1.4, DAGLB inhibitor 0, CAL PDZ inh 0.0, AddAB inh -0.7, Ecoli viability -1.3, PvdQ acylase -10, Wnt act -3, Tat export inh -3, Rtt109 Vps75 13 and PfHsp90 set2 16.
CCOCCOC(=O)c1cccc(NC(=O)OCC)c1 was read as phage Ecoli inh 3.6, DAGLB inhibitor -5, AddAB inh 1.4, Ecoli viability -1.5, PvdQ acylase -9, Wnt act 11, Tat export inh -5, Rtt109 Vps75 5 and PfHsp90 set2 8.
`O=C(NC1(C(F)(F)F)NC(=O)N(C2CCCCC2)C1=O)c1cccs1` (stereo unspecified) gave phage Ecoli inh 0.6, DAGLB inhibitor 3, CAL PDZ inh -0.5, AddAB inh 1.6, Ecoli viability 1.4, PvdQ acylase 14, Tat export inh 13, Rtt109 Vps75 7 and PfHsp90 set2 -1.
For CCOc1ccccc1NC(=O)CN1C(=O)COc2ccccc21 the results were phage Ecoli inh 1.2, DAGLB inhibitor -1, CAL PDZ inh -0.5, AddAB inh 0.5, Ecoli viability 1.5, PvdQ acylase -14, Wnt act 0, Tat export inh -7, Rtt109 Vps75 -11 and PfHsp90 set2 6.
`COc1ccc(/C=C2\SC(=O)N(CC(=O)NC3C=CS(=O)(=O)C3)C2=O)cc1` (stereo unspecified) gave phage Ecoli inh 1.0, DAGLB inhibitor 1, CAL PDZ inh -2.2, AddAB inh 1.6, Ecoli viability 0.6, PvdQ acylase -5, Wnt act 0, Tat export inh 0, Rtt109 Vps75 -5 and PfHsp90 set2 -12.
`O=C(NCc1ccccn1)c1ccc(CNS(=O)(=O)c2cccc(Cl)c2)cc1` gave phage Ecoli inh 0.2, DAGLB inhibitor 2, CAL PDZ inh 0.0, AddAB inh 3.7, Ecoli viability 0.3, PvdQ acylase -5, Wnt act -8, Tat export inh 0, Rtt109 Vps75 4 and PfHsp90 set2 4.
CCOC(=O)CCC(=O)c1c(C)oc2ccc(OC)cc12 was read as phage Ecoli inh -0.6, DAGLB inhibitor -4, CAL PDZ inh -0.7, AddAB inh 4.6, Ecoli viability 3.4, PvdQ acylase 7, Wnt act 0, Tat export inh 10, Rtt109 Vps75 6 and PfHsp90 set2 -16.
C=C(C(=O)Oc1c(C(C)(C)C)cccc1C(C)(C)C)c1ccccc1 was read as phage Ecoli inh 2.4, DAGLB inhibitor -1, CAL PDZ inh -3.3, AddAB inh 1.8, Ecoli viability 0.9, PvdQ acylase 3, Wnt act 5, Tat export inh 0, Rtt109 Vps75 1 and PfHsp90 set2 6.
For CCCCc1c(O)nc(SCC(=O)N2CCOCC2)n(-c2ccccc2C)c1=O the results were phage Ecoli inh 1.1, DAGLB inhibitor 1, CAL PDZ inh -3.0, AddAB inh 2.8, Ecoli viability 1.4, PvdQ acylase -16, Wnt act -2, Tat export inh 11, Rtt109 Vps75 3 and PfHsp90 set2 -9.
O=C(O)CNS(=O)(=O)c1ccc2c3c(cccc13)C(=O)N2 was read as phage Ecoli inh 1.0, DAGLB inhibitor 1, CAL PDZ inh -1.2, PvdQ acylase 7, Wnt act -1, Tat export inh -10, Rtt109 Vps75 1 and PfHsp90 set2 30.
CN1CCCN(Cc2ccccc2Br)CC1 was read as phage Ecoli inh 2.3, DAGLB inhibitor -1, CAL PDZ inh -0.4, AddAB inh 1.8, Ecoli viability 1.5, PvdQ acylase -18, Wnt act -1, Tat export inh 0, Rtt109 Vps75 -2 and PfHsp90 set2 7.
Screening Cc1ccc(Oc2ncnc(N)c2[N+](=O)[O-])cc1 returned phage Ecoli inh 6.1, DAGLB inhibitor -7, CAL PDZ inh 0.9, AddAB inh -0.5, Ecoli viability -1.9, PvdQ acylase 0, Wnt act -1, Tat export inh 3, Rtt109 Vps75 -12 and PfHsp90 set2 8.
For Cc1nnc(NC(=O)CCn2cnc3ccccc3c2=O)s1 the results were phage Ecoli inh 2.0, DAGLB inhibitor -1, CAL PDZ inh -1.4, AddAB inh 1.5, Ecoli viability -1.3, PvdQ acylase 0, Wnt act -2, Tat export inh -3, Rtt109 Vps75 9 and PfHsp90 set2 -4.
Screening CCc1ccc(-n2c(C)cc(/C=N/NC(=O)c3ccncc3)c2C)cc1 returned phage Ecoli inh 3.7, DAGLB inhibitor 0, CAL PDZ inh 0.1, AddAB inh 1.3, Ecoli viability -2.1, PvdQ acylase -12, Tat export inh 1 and PfHsp90 set2 -2.
For O=C(c1cccc(N2C(=O)C3CC=CCC3C2=O)c1)N1CCCCCC1 (stereo unspecified) the results were phage Ecoli inh 2.0, DAGLB inhibitor -1, CAL PDZ inh -2.8, AddAB inh 1.5, Ecoli viability 0.6, PvdQ acylase 7, Tat export inh 2, Rtt109 Vps75 24 and PfHsp90 set2 -11.
For Fc1ccc(-c2nnn3c2nc(NCc2ccccc2)c2ccccc23)cc1 the results were phage Ecoli inh -1.9, DAGLB inhibitor 0, CAL PDZ inh -0.2, AddAB inh 5.9, Ecoli viability 1.3, PvdQ acylase 2, Wnt act -1, Tat export inh 5, Rtt109 Vps75 2 and PfHsp90 set2 1.
Screening CC(NC(=O)CN(C)Cc1ccc(Br)cc1)c1ccccc1 (stereo unspecified) returned phage Ecoli inh -2.6, DAGLB inhibitor -2, CAL PDZ inh -2.1, AddAB inh 2.9, Ecoli viability 1.8, PvdQ acylase -8, Wnt act -1, Tat export inh 7, Rtt109 Vps75 -3 and PfHsp90 set2 -2.
O=C(COC(=O)c1cnccn1)c1ccc(Br)cc1 was read as phage Ecoli inh 2.9, DAGLB inhibitor 0, CAL PDZ inh -0.3, AddAB inh 4.4, Ecoli viability -0.7, PvdQ acylase -4, Tat export inh -7, Rtt109 Vps75 -6 and PfHsp90 set2 8.
Screening COc1ccc(NC2CCCN(C(=O)c3ccc(CSC)o3)C2)cc1OC (stereo unspecified) returned phage Ecoli inh 0.6, DAGLB inhibitor 1, CAL PDZ inh 0.0, AddAB inh 1.5, Ecoli viability 0.8, PvdQ acylase 3, Wnt act 1, Tat export inh 4, Rtt109 Vps75 -2 and PfHsp90 set2 21.
Screening O=C(O)c1ccc(/C=N/Nc2ccc(S(=O)(=O)N3CCCC3)cc2[N+](=O)[O-])cc1 returned phage Ecoli inh 2.6, DAGLB inhibitor -1, CAL PDZ inh -1.2, AddAB inh 1.0, Ecoli viability 0.3, PvdQ acylase -2, Wnt act -2, Tat export inh -7, Rtt109 Vps75 -13 and PfHsp90 set2 24.
`COc1cc(OC)cc(C(=O)Nc2ccc(S(=O)(=O)N3CCOCC3)cc2)c1` gave phage Ecoli inh -0.3, DAGLB inhibitor -5, AddAB inh 3.3, Ecoli viability -0.9, PvdQ acylase -16, Wnt act 0, Tat export inh -9, Rtt109 Vps75 1 and PfHsp90 set2 -1.
